IDH1 mut inh: inhibitors of IDH1 R132H reductase, primary screen, biochemical, plate reader, single point; Isocitrate dehydrogenase [NADP] cytoplasmic (Homo sapiens), O75874; diaphorase/resazurin fluorescence, 60 min; inhibition, % at 10 µM; actives 0.18% (n = 70,000); AID 624101, 2012; in the data active = inhibition above about 34%;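 also: 0% = DMSO and 100% = no enzyme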
Target sequence (O75874 whole entry R132H): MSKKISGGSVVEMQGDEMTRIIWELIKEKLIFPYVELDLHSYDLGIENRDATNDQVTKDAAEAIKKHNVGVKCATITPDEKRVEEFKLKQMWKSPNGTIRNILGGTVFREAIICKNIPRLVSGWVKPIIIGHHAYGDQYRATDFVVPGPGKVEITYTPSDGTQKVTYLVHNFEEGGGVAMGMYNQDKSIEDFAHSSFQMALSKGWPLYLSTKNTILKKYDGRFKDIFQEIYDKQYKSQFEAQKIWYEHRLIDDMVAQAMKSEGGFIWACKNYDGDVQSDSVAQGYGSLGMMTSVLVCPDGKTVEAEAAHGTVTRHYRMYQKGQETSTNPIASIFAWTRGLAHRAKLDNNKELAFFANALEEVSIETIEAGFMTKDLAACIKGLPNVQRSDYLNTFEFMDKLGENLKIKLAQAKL
PRC2 inh: EZH2/PRC2 methyltransferase inhibitors, primary screen, biochemical, DELFIA time-resolved fluorescence, single point. Histone-lysine N-methyltransferase EZH2 (Homo sapiens), Q15910. PRC2 H3K27 methylation, DELFIA TRF, 1 h. inhibition, % at 12.5 µM. actives 0.35% (n = 57,000). AID 651548, 2012;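 active = mean inhibition of replicates at least 50% and every single replicate also reaching 50%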;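 also: dimethyl H3K27 on biotinylated H3 21-44 peptide detected by antibody; plate controls were median neutral control wells for no effect and median positive control wells for full effect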
An asterisk follows results filed as active; x = no result given. This is a subset (hit frequency here may not be typical).

SMILES	IDH1 mut inh	PRC2 inh
COc1ccc(-c2cnc3c(c2)C(=O)N([C@@H](C)CO)C[C@H](C)[C@H](CN(C)C(=O)Cc2ccncc2)O3)cc1	3.9	x
Cc1noc(C)c1S(=O)(=O)N(C)C[C@@H]1Oc2c(NC(=O)c3nc4ccccc4s3)cccc2C(=O)N([C@H](C)CO)C[C@@H]1C	-0.1	x
O=c1cc(CSc2nnnn2-c2ccccc2)[nH]c(=S)[nH]1	4.0	6.8
O=C(O)C1CC=CCC1C(=O)Nc1cccc(C(=O)N2CCCCC2)c1 (centres undefined)	-0.1	-6.8
O=C(NCC[C@@H]1CC[C@@H](NS(=O)(=O)c2cccc(F)c2)[C@@H](CO)O1)C1CCCCC1	0.2	2.3
C[C@H]1CN([C@@H](C)CO)S(=O)(=O)c2ccc(C3=CCCCC3)cc2O[C@H]1CN(C)Cc1ccccc1F	x	30.0
O=C(O)c1oc2ccc(Br)cc2c1-n1cccc1	2.2	-2.0
O=C(N[C@H]1CC[C@@H](CCNS(=O)(=O)c2ccc(Cl)cc2)O[C@H]1CO)c1cnccn1	-0.2	-3.4
CCC(=O)N(C)C[C@@H]1Oc2cc(C#Cc3cccnc3)ccc2S(=O)(=O)N([C@@H](C)CO)C[C@@H]1C	1.2	x
C[C@@H]1CCCCO[C@H](CN(C)C(=O)Nc2ccc(C(F)(F)F)cc2)[C@@H](C)CN([C@H](C)CO)C(=O)c2cc(N(C)C)ccc2O1	0.5	-8.8
CCc1ccc(-n2c(C)nnc2SCC(=O)Nc2ccc(OC)cc2)cc1	0.6	-10.7
O=c1[nH]c2ccccc2c2ccccc12	-1.0	6.4
C[C@H](NC(=O)N(C)C[C@@H]1OCc2ccccc2-c2c(n(C)c3ccccc23)C(=O)N([C@@H](C)CO)C[C@H]1C)c1ccccc1	x	-16.9
Cc1cccc(NC(=O)CSc2nc(N)c(C#N)c(-c3ccc(F)cc3)c2C#N)c1	0.7	27.2
C[C@H](O)C#Cc1ccc2c(c1)O[C@H](CN(C)C)[C@@H](C)CN([C@H](C)CO)S2(=O)=O	0.2	x
O=C(Nc1ccc2c(c1)OCO2)N[C@H]1CC[C@H](CCNC(=O)C2CCC2)O[C@@H]1CO	0.1	-6.6
Cc1nnsc1C(=O)NCc1c(Cl)cccc1Sc1ccc(Cl)cc1	1.2	19.9
COC(=O)c1c(C)nc(C)c(C(=O)OC)c1-c1csc(S(=O)(=O)N2CCSCC2)c1	-1.2	5.8
CC(C)C#Cc1ccc2c(c1)O[C@H](CN(C)C(=O)Cc1ccccn1)[C@@H](C)CN([C@H](C)CO)S2(=O)=O	x	1.5
C[C@@H]1CN([C@H](C)CO)C(=O)Cc2cc(NC(=O)CCCN(C)C)ccc2O[C@@H]1CN(C)S(=O)(=O)c1ccccc1	x	-2.7
COc1ccc(NC(=O)Nc2ccc3c(c2)C(=O)N([C@@H](C)CO)C[C@@H](C)[C@@H](CN(C)S(=O)(=O)c2ccc(F)cc2)O3)cc1	2.0	x
O=C(C[C@H]1C[C@H]2c3cc(NS(=O)(=O)c4ccc(F)cc4)ccc3O[C@H]2[C@H](CO)O1)NCCc1ccccc1	-0.2	-2.7
O=C(Nc1ccc2c(c1)[C@@H]1C[C@@H](CC(=O)N3CCOCC3)O[C@H](CO)[C@@H]1O2)c1ccc2c(c1)OCO2	-0.3	21.0
C[C@H](CO)N1C[C@H](C)[C@@H](CN(C)C(=O)Nc2cccc3ccccc23)OCCCC[C@H](C)Oc2ccc(NC(=O)Nc3ccccc3)cc2C1=O	1.3	x
C[C@H](CO)N1C[C@H](C)[C@@H](CN(C)C(=O)Cc2ccncc2)Oc2cc(C#CC3(O)CCCC3)ccc2S1(=O)=O	x	-5.2
SMILES	IDH1 mut inh	PRC2 inh
C[C@H](CO)N1C[C@H](C)[C@@H](CN(C)S(=O)(=O)c2cn(C)cn2)Oc2ccc(NC(=O)Nc3cccc4ccccc34)cc2CC1=O	-0.2	x
Cc1cc(Cl)ccc1NC(=O)CCCN1C(=O)c2ccccc2C1=O	-0.1	-3.3
O=S(=O)(N[C@H]1CC[C@H](CCn2cc(-c3cccc(F)c3)nn2)O[C@@H]1CO)c1ccc(F)cc1	0.1	-3.8
C[C@@H]1CN([C@H](C)CO)C(=O)Cc2cc(NS(C)(=O)=O)ccc2O[C@H]1CN(C)S(=O)(=O)c1cccs1	2.5	x
C[C@H](O)C#Cc1ccc2c(c1)O[C@H](CN(C)Cc1ccccn1)[C@H](C)CN([C@@H](C)CO)S2(=O)=O	x	-3.6
C[C@@H]1CCCCO[C@@H](CN(C)C(=O)Nc2ccccc2)[C@@H](C)CN([C@H](C)CO)C(=O)c2cc(NC(=O)CCCCCC(=O)Nc3ccccc3N)ccc2O1	x	-39.3
COc1cccc(C#Cc2ccc3c(c2)O[C@H](CN(C)C(=O)CN2CCOCC2)[C@@H](C)CN([C@@H](C)CO)S3(=O)=O)c1	-1.6	-22.3
O=C(Nc1sc2c(c1C(=O)NCC1CCCO1)CCCC2)c1ccc(Cl)cc1Cl (centres undefined)	-0.1	14.0
C[C@H](NC(=O)C[C@@H]1C[C@H]2c3cc(NS(C)(=O)=O)ccc3O[C@H]2[C@H](CO)O1)c1ccccc1	-1.1	-11.0
CCOc1ccc(NC(=O)Cn2nc([N+](=O)[O-])cc2C)cc1	0.1	-7.9
CC(C)NC(=O)N(C)C[C@@H]1Oc2c(NS(=O)(=O)c3ccccc3)cccc2C(=O)N([C@H](C)CO)C[C@@H]1C	4.3	5.1
C[C@@H]1CN([C@@H](C)CO)C(=O)c2cc(NS(=O)(=O)c3ccc(Cl)cc3)ccc2O[C@H]1CN(C)Cc1ccc(C(=O)O)cc1	-5.0	x
COc1ccc(NC(=O)N[C@H]2CC[C@H](CCNC(=O)CCN3CCCCC3)O[C@H]2CO)cc1	0.7	-6.6
Cc1noc(C)c1NC(=O)N(C)C[C@@H]1OCCCC[C@@H](C)Oc2ccc(NC(=O)c3ccncc3)cc2C(=O)N([C@@H](C)CO)C[C@H]1C	4.6	x
C[C@@H]1CN([C@@H](C)CO)C(=O)Cc2cc(NC(=O)NC3CCCCC3)ccc2O[C@H]1CN(C)CC1CC1	0.5	x
C[C@@H]1CN([C@@H](C)CO)C(=O)Cc2cc(NC(=O)C3CC3)ccc2O[C@@H]1CN(C)S(C)(=O)=O	1.6	8.0
Cc1ccc(N(CC(N)=O)S(=O)(=O)c2ccccc2)cc1	-0.1	-1.4
C[C@@H]1CCCCO[C@@H](CN(C)C(=O)Cc2ccccc2)[C@@H](C)CN([C@H](C)CO)C(=O)c2cc(N(C)C)ccc2O1	0.6	5.8
C[C@@H]1CN([C@H](C)CO)C(=O)c2cccc(NS(=O)(=O)c3ccc(Cl)cc3)c2O[C@H]1CN(C)C	1.0	x
O=C(NCC[C@@H]1CC[C@@H](NS(=O)(=O)c2ccc(Cl)cc2)[C@H](CO)O1)c1ccccc1F	0.1	4.6
CC(C)NC(=O)N(C)C[C@H]1Oc2cc(-c3ccccc3)ccc2S(=O)(=O)N([C@@H](C)CO)C[C@H]1C	1.9	-10.2
C[C@H]1CN([C@@H](C)CO)C(=O)c2cc(NS(=O)(=O)c3ccc(F)cc3)ccc2O[C@H]1CN(C)Cc1ccc(C(=O)Nc2ccccc2N)cc1	0.1	-11.9
CC(C)NC(=O)N(C)C[C@H]1Oc2c(NC(=O)Nc3ccc(F)cc3)cccc2C(=O)N([C@H](C)CO)C[C@H]1C	-2.0	x
C[C@@H]1CN([C@@H](C)CO)C(=O)c2cccc(NC(=O)C3CCCCC3)c2O[C@H]1CN(C)CC1CC1	0.6	x
COc1ccc(NC(=O)CC(C(=O)O)N2CCOCC2)cc1 (centres undefined)	0.3	-17.1

Taken from the results shown, five compounds:
SMILES	IDH1 mut inh	PRC2 inh
COc1ccc(NC(=O)N[C@H]2CC[C@H](CCNC(=O)CCN3CCCCC3)O[C@H]2CO)cc1	0.7	-6.6
Cc1noc(C)c1NC(=O)N(C)C[C@@H]1OCCCC[C@@H](C)Oc2ccc(NC(=O)c3ccncc3)cc2C(=O)N([C@@H](C)CO)C[C@H]1C	4.6	x
C[C@@H]1CN([C@@H](C)CO)C(=O)Cc2cc(NC(=O)NC3CCCCC3)ccc2O[C@H]1CN(C)CC1CC1	0.5	x
C[C@@H]1CN([C@@H](C)CO)C(=O)Cc2cc(NC(=O)C3CC3)ccc2O[C@@H]1CN(C)S(C)(=O)=O	1.6	8.0
Cc1ccc(N(CC(N)=O)S(=O)(=O)c2ccccc2)cc1	-0.1	-1.4

Other entries.
SMILES	IDH1 mut inh	PRC2 inh
C[C@H]1CN([C@@H](C)CO)C(=O)c2cccc(NC(=O)NC3CCCCC3)c2O[C@@H]1CN(C)C(=O)NC1CCCCC1	-1.8	x
O=C(NCCN1CCOCC1)[C@@]1(CCS(=O)(=O)c2ccccc2)COC(c2ccc(OCCCO)cc2)=N1	-0.3	-1.6
C[C@H]1CN([C@@H](C)CO)C(=O)Cc2cc(NC(=O)CCC(F)(F)F)ccc2O[C@H]1CN(C)Cc1ccc(Cl)c(Cl)c1	-0.3	x
CC(C)NC(=O)N[C@H]1CC[C@@H](CC(=O)NC2Cc3ccccc3C2)O[C@@H]1CO	-0.1	2.5
Cc1cc(C)cc(NC(=O)COc2ccc(N3CC(C(N)=O)CC3=O)cc2)c1 (centres undefined)	1.1	-4.2
COc1ccccc1CC(=O)Nc1ccc(S(=O)(=O)N2CCOCC2)cc1	-0.6	x
Cc1ccc(NC(=O)Cn2nc(-c3ccc(C)c(S(=O)(=O)N(C)C)c3)c3ccccc3c2=O)cc1	0.2	-13.3
CC(Sc1nc(N)cc(N)n1)C(=O)Nc1cccc(Cl)c1 (centres undefined)	-0.1	-28.4
CCNC(=O)C[C@H]1CC[C@H](NC(=O)NC2CCCCC2)[C@@H](CO)O1	0.2	5.7
Cc1ccccc1CN(C)C[C@@H]1OCc2cnnn2CCCC(=O)N([C@H](C)CO)C[C@H]1C	-0.9	11.3
C[C@@H]1CN([C@@H](C)CO)C(=O)c2cc(NC(=O)Cc3ccccc3)ccc2O[C@@H](C)CCCCO[C@@H]1CN(C)Cc1ccccc1	-0.9	x
O=C(CSc1nnnn1-c1ccccc1)Nc1ccc(Cl)cc1O	0.5	5.0
CN(CC(=O)Nc1ccccc1C(N)=O)S(=O)(=O)c1cc(Cl)ccc1Cl	0.2	2.8
C[C@@H]1CN([C@H](C)CO)C(=O)Cc2cc(NC(=O)Nc3ccc4c(c3)OCO4)ccc2O[C@H]1CN(C)C(=O)Nc1cccc2ccccc12	0.3	x
Cc1noc(C)c1NC(=O)Nc1ccc2c(c1)C(=O)N([C@H](C)CO)C[C@@H](C)[C@@H](CN(C)C(=O)Nc1ccc(C(F)(F)F)cc1)O2	-0.3	x
NCC[C@H]1CC[C@H](NC(=O)C2CCCC2)[C@@H](CO)O1	0.0	-2.7
C[C@H]1CN([C@@H](C)CO)S(=O)(=O)c2ccc(C#Cc3cccc(F)c3)cc2O[C@H]1CN(C)CC1CC1	0.0	-20.9
COc1ccc([C@H]2C=C(C(=O)NCc3ccccc3)O[C@@H](OCc3ccc(CO)cc3)C2)cc1	x	12.7
Cc1ccc(S(=O)(=O)Nc2ccc3c(c2)CC(=O)N([C@H](C)CO)C[C@@H](C)[C@H](CN(C)Cc2ccncc2)O3)cc1	4.2	7.8
Cc1ccc(S(=O)(=O)N(C)C[C@@H]2OCCCC[C@H](C)Oc3ccc(NS(=O)(=O)c4ccc(Cl)cc4)cc3C(=O)N([C@@H](C)CO)C[C@@H]2C)cc1	2.6	x
O=C(N/N=C/c1ccc(-c2ccccc2)c(F)c1)c1ccccn1	0.2	8.5
O=C(C[C@H]1C=C[C@@H](NC(=O)c2cccnc2)[C@@H](CO)O1)NCCN1CCCCC1	-0.3	5.5
O=C(NCc1c(OC(=O)c2cccc([N+](=O)[O-])c2)ccc2ccccc12)c1ccccc1	0.2	11.1
Cc1ccc(S(=O)(=O)N[C@@H]2CC[C@H](CCNC(=O)Nc3ccc(Cl)cc3)O[C@@H]2CO)cc1	0.1	-3.3
C[C@@H]1CN([C@H](C)CO)C(=O)c2cc(NC(=O)NC3CCCCC3)ccc2O[C@@H]1CN(C)C(=O)Nc1ccccc1	1.3	16.3

Next section; it opens with the 3 that closed the last part.
SMILES	IDH1 mut inh	PRC2 inh
O=C(NCc1c(OC(=O)c2cccc([N+](=O)[O-])c2)ccc2ccccc12)c1ccccc1	0.2	11.1
Cc1ccc(S(=O)(=O)N[C@@H]2CC[C@H](CCNC(=O)Nc3ccc(Cl)cc3)O[C@@H]2CO)cc1	0.1	-3.3
C[C@@H]1CN([C@H](C)CO)C(=O)c2cc(NC(=O)NC3CCCCC3)ccc2O[C@@H]1CN(C)C(=O)Nc1ccccc1	1.3	16.3
CN(C)C(=O)C[C@H]1C[C@H]2c3cc(NC(=O)C4CCOCC4)ccc3O[C@H]2[C@@H](CO)O1	2.1	3.8
C[C@H]1CN([C@@H](C)CO)C(=O)Cc2cc(NC(=O)Nc3ccc(F)cc3)ccc2O[C@@H]1CN(C)Cc1ccc(Cl)c(Cl)c1	-0.5	x
COc1ccc(CN2C[C@@H](C)[C@@H](OC)CN(C)C(=O)c3cc(NC(=O)c4nc5ccccc5s4)ccc3OC[C@@H]2C)cc1	-0.2	-3.8
COC(=O)c1ccc(NC(=O)C(C)NS(=O)(=O)c2ccc(Cl)cc2)cc1 (centres undefined)	1.1	-18.9
COC(=O)C[C@H]1C[C@H]2c3cc(NC(=O)Nc4ccccc4)ccc3O[C@H]2[C@@H](CO)O1	0.2	4.3
O=C(CC(NC1CCCC1)C(=O)O)Nc1cccc(Cl)c1 (centres undefined)	0.0	-8.1
COc1ccc(S(=O)(=O)Nc2ccc3c(c2)C(=O)N([C@H](C)CO)C[C@H](C)[C@H](CN(C)Cc2ccc(-c4ccccc4)cc2)O3)cc1	0.0	x
Cc1c(Cl)cccc1NC(=O)CNC(=O)c1ccc([N+](=O)[O-])cc1	-0.1	-24.4
O=C(N/N=C/c1ccc(O)cc1Br)c1ccccn1	0.1	14.0

Screening results: PubChem BioAssay, Broad Institute
